Abeta yeast res – A-beta toxicity reversal in yeast; hit rate 0.063% among 410,000; yeast expressing A-beta42, growth rescue, OD600, 48 h; response scale: 0% DMSO, 100% iron-clioquinol control; AID 1347071; Potency, µM (series often up to 46.1 µM), inactives show top-dose growth rescue, actives largely listed as activators; note: potency is the fitted concentration of half-maximal effect; nearly all actives have a fitted effect of over 55% in size
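Yeast growth medium received pinned compounds, then yeast cells expressing toxic A-beta were added; plates incubated at 30 C for 48 hr. Growth read as absorbance at 600 nm, normalized to DMSO and equimolar FeCl3 plus clioquinol controls.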
IL-2 act – activates IL-2 in a cell-based reporter assay; IL-2 activation reporter assay, cell-based qHTS; stimulated with anti-CD3/CD4/CD28 beads; in transgenic mouse T cells; activation, % (series mostly up to about 46 µM); hit rate 0.065% among 360,000; in the data active = activation above about 50%; inconclusive = mostly about 30% to 49%; note: 0% is about no effect
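Readout: EGFP and DsRed signals by fluorescent plate cytometry. Unstimulated transgenic mouse T cells received compound 60 min before antibody-bead stimulation, then incubated 18 h at 37 degrees C.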
EPAC1 ag – agonists of human EPAC1. O95398. EPAC1 agonist qHTS, biochemical assay; response scale: 100% = response to 6.5 mM cAMP. Potency, µM (doses to about 154 µM), without a hit: at the top dose activation, usual class: activators. hit rate 0.073% among 360,000. AID 720707; note: potency is the fitted concentration of half-maximal effect; nearly all actives have a fitted effect of over 60% in size
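Normalized to 6.5 mM cAMP, activity reflects EPAC1-catalysed release of BODIPY-GDP from Rap1B, followed kinetically over 30 min at 480 nm excitation, 540 nm emission. Reaction contained 100 nM EPAC1, 250 nM Rap1B-BODIPY-GDP, 50 uM GDP.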
PLK1 PBD block – inhibitors of human PLK1 polo-box domain binding; P53350; Plk1 PBD binding of FITC phosphopeptide, fluorescence polarization; Potency, µM, inactives show max response, negative = inhibition, usual class: inhibitors; hit rate 2.8% among 360,000; AID 720504; note: potency is the fitted concentration of half-maximal effect; series mostly up to about 57 µM; % is set by controls: 0 for no effect and ±100 for the full control effect; nearly all actives have a fitted effect of over 65% in size
PI5P4Ka inh – inhibitors of human PI5P4K alpha. P48426. PI5P4Kalpha enzyme, ADP-Glo luminescence, 60 min; stronger effect = lower value. max response, %. hit rate 1.2% among 330,000. AID 652105; active = max response of -50% or lower; inconclusive = between -30% and -50%; inactive = -30% or higher; note: value at the top dose of about 77 µM; % is set by controls: 0 for no effect and ±100 for the full control effect
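ADP-Glo luminescence end-point after a 60 min room-temperature kinase reaction. PI5P4Kalpha and substrate in HEPES pH 7.4 buffer with EGTA, 0.1% CHAPS and 5% DMSO; ATP at 5 microM final.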
WRN helicase inh – inhibitors of human WRN helicase; Q14191; WRN helicase unwinding, fluorescent forked duplex, kinetic; Potency, µM (doses to about 114 µM), for inactives: at the highest dose activity change, negative = inhibition, hits mostly inhibitors; hit rate 0.46% among 360,000; AID 651768; note: potency is the fitted concentration of half-maximal effect; % is set by controls: 0 for no effect and ±100 for the full control effect; nearly all actives have a fitted effect of over 55% in size
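Primary qHTS, 1536-well format. 20 nM WRN + compound, 15 min RT; start with 100 nM forked fluorophore/quencher duplex, 2 mM ATP (final); kinetic read ex 525/em 598 nm.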
EPAC1 antag – EPAC1 (human) antagonism. hit rate 0.14% among 360,000. O95398. AID 720709. Potency, µM (top dose mostly 115 µM), inactives show at the highest dose activity change, negative = inhibition, hits mostly inhibitors. EPAC1 GEF assay, Rap1b-BODIPY-GDP exchange fluorescence;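 note: potency is the fitted concentration of half-maximal effect; plate controls were vehicle for no effect and positive control for full effect; nearly all actives have a fitted effect of over 50% in size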
FUS suppressor – suppressors of FUS proteinopathy in yeast; S. cerevisiae FUS-expressing, growth rescue, OD600, 24 h; Potency, µM (highest dose often 76.6 µM), for the others: at the highest dose growth rescue (activation), actives largely listed as activators; hit rate 0.24% among 390,000;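 note: potency is the fitted concentration of half-maximal effect; plate controls were DMSO vehicle for no effect and reference control for full effect; nearly all actives have a fitted effect of over 55% in size; some results filed as inactive show a strong effect at the top dose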
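Galactose (2%) drives FUS expression in yeast precultured in raffinose; seeding density OD 0.005. Test compounds incubated 24hr at 30C and 99% humidity before absorbance at 600 nm was measured.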
The depositor's hits bear a star; ? = inconclusive; nt = not tested or not shown; [ ] = dose if it differs, or a comment. Unless noted, calls come from the whole dose curve; as a rule, active = well fitted curve in the direction sought with a large enough effect; inconclusive = small, poorly fitted or top-dose-only effect, or another doubt; inactive = no such curve, though single readings can be large; an effect the other way counts as inactive or inconclusive.

Assay codes: A = Abeta yeast res; B = IL-2 act; C = EPAC1 ag; D = PLK1 PBD block; E = PI5P4Ka inh; F = WRN helicase inh; G = EPAC1 antag; H = FUS suppressor
> COc1cc(C(CCN2CCOCC2)c2c(OC)cc(OC)c3c2OC(=O)CC3c2ccc(N(C)C)cc2)cc(OC)c1OC (stereo not given)
  A = -4% | B = -0.1 | C = -9% | D = 6% | E = 3 | F = -1% | G = 0% | H = 1%
> Cc1[nH]c2ccc(OC(F)(F)F)cc2c1CCN1C(=O)c2ccc(C(=O)O)cc2C1=O
  A = 23% | B = -0.7 | C = -5% | D = ? | E = ? | F = -2% | G = -12% | H = 3%
> Cc1cccc(NC(=O)CNC(=O)Cc2ccc(S(=O)(=O)N3CCOCC3)s2)c1C
  A = -12% | B = -0.1 | C = 20% | D = -2% | E = 0 | F = -7% | G = -23% | H = 20%
> CN(C)c1ccccc1C(=O)N1CCCC(Nc2ccc(F)cc2)C1 (stereo not given)
  A = -6% | B = -1.7 | C = -5% | D = -2% | E = -3 | F = -5% | G = 10% | H = 0%
> O=C1c2ccccc2CN1Cc1ccccc1
  A = 1% | B = 0.8 | C = -2% | D = -2% | E = -1 | F = -2% | G = -14% | H = -3%
> CCn1cc(C(=O)NCCCO)c(=O)c2cc(F)c(N3CCN(C)CC3)cc21
  A = -18% | B = 0.0 | C = -13% | D = -13% | E = 2 | F = 9% | G = -20% | H = -15%
> Cc1cc(C(=O)N/N=C/c2ccc([N+](=O)[O-])s2)n[nH]1
  A = 3% | B = -4.8 | C = -9% | D = 2% | E = 0 | F = 7% | G = -8% | H = 31%
> O=C(Cc1csc(Nc2nc(=S)[nH]c3ccccc23)n1)NCc1ccc(Cl)cc1
  A = -9% | B = -0.4 | C = 7% | D = -4% | E = nt | F = -8% | G = 10% | H = 36%
> COc1ccc(/C=C(/NC(=O)/C=C/c2ccccc2)C(=O)O)cc1
  A = 2% | B = 5.1 | C = -12% | D = -4% | E = -1 | F = 15%[57.1 µM] | G = -22% | H = -11%
> CCOC(=O)c1c(CN(C)C)n(C)c2ccc(OC(C)=O)cc12
  A = 11% | B = -0.4 | C = -6% | D = -1% | E = -4 | F = 5% | G = 3% | H = -8%
> CCOC(=O)c1c(C)oc2c1c1c(c3ccccc32)OCN(Cc2ccccn2)C1
  A = -19% | B = 1.5 | C = 7% | D = ? | E = -8 | F = -15% | G = 10% | H = ?
> O=C1c2cccc(OCC(=O)N3N=C(c4cccs4)CC3c3ccc(F)cc3)c2CCN1Cc1cccnc1 (stereo not given)
  A = -1% | B = 0.1 | C = 6% | D = 6% | E = -1 | F = -9% | G = 3% | H = nt
> CCN(C(=O)COC(=O)CNC(=O)c1sc2ccccc2c1Cl)C1CCCCC1
  A = 0% | B = -5.4 | C = -8% | D = -2% | E = 5 | F = 3% | G = -12% | H = 40%
> CCOC(=O)C1=C(O)/C(=C/c2cn(CC(=O)N3CCCC3)c3ccccc23)SC1=Nc1ccccc1
  A = -8% | B = 219* | C = 0% | D = 11% | E = -6 | F = -15% | G = -1% | H = -19%
> O=C(Cc1cccs1)N1CCN(c2ccc(F)cc2)CC1
  A = 19% | B = 1.0 | C = -3% | D = -1% | E = -3 | F = -5% | G = -10% | H = -10%

Structures from the list above containing a Cl atom (two):
Assay codes: A = Abeta yeast res; B = IL-2 act; C = EPAC1 ag; D = PLK1 PBD block; E = PI5P4Ka inh; F = WRN helicase inh; G = EPAC1 antag; H = FUS suppressor
> O=C(Cc1csc(Nc2nc(=S)[nH]c3ccccc23)n1)NCc1ccc(Cl)cc1
  A = -9% | B = -0.4 | C = 7% | D = -4% | E = nt | F = -8% | G = 10% | H = 36%
> CCN(C(=O)COC(=O)CNC(=O)c1sc2ccccc2c1Cl)C1CCCCC1
  A = 0% | B = -5.4 | C = -8% | D = -2% | E = 5 | F = 3% | G = -12% | H = 40%

The listing continues.
Assay codes: A = Abeta yeast res; B = IL-2 act; C = EPAC1 ag; D = PLK1 PBD block; E = PI5P4Ka inh; F = WRN helicase inh; G = EPAC1 antag; H = FUS suppressor
> CCOC(=O)c1c(NC(=O)c2ccnn2C)sc(C)c1C
  A = 8% | B = -0.4 | C = 0% | D = -6% | E = -6 | F = 2% | G = -1% | H = -16%
> CCOC(=O)Cc1csc(NC(=O)CCc2ccc(S(=O)(=O)N3CCOCC3)cc2)n1
  A = 13% | B = -1.6 | C = -1% | D = 0% | E = nt | F = -1% | G = -2% | H = 5%
> Cc1ccnn1CC(=O)N/N=C/c1cn[nH]c1-c1ccccc1
  A = -8% | B = -2.0 | C = 4% | D = 5% | E = -13 | F = -9% | G = 3% | H = 47%
> O=C(CSc1nc2ccccc2nc1N1CCCC1)Nc1ccc(Cl)cc1
  A = -2% | B = -2.5 | C = 1% | D = -10% | E = -5 | F = -4% | G = -4% | H = -26%
> O=[N+]([O-])c1cccc(N2Cc3ccccc3C2)c1
  A = -8% | B = 12 | C = 3% | D = -21% | E = -3 | F = -10% | G = 7% | H = ?
> COC(=O)c1[nH]c2ccc(Br)cc2c1NC(=O)CN1CCCCC1CCO (stereo not given)
  A = 16% | B = 7.9 | C = 5% | D = -8% | E = 1 | F = -5% | G = -4% | H = 11%
> COc1ccc(NC(=O)Cc2c(Cl)cccc2Cl)cn1
  A = -6% | B = 0.6 | C = -3% | D = -5% | E = -5 | F = 10% | G = 5% | H = 11%
> CC(Oc1ccc(F)cc1)C(=O)Nc1cc(S(=O)(=O)N2CCCCC2)ccc1N1CCOCC1 (stereo not given)
  A = 7% | B = -0.7 | C = 11% | D = -4% | E = -2 | F = -8% | G = -15% | H = 29%
> CCCc1nc2ccccc2c(=O)n1/N=C/c1ccc(O)cc1O
  A = 5% | B = 0.0 | C = -10% | D = -4% | E = 7 | F = 3% | G = -10% | H = 6%
> COc1ccc(Cc2nnc(-c3ccccc3)o2)cc1
  A = 21% | B = 0.1 | C = 8% | D = -15% | E = -3 | F = 6% | G = -3% | H = 19%
> Cc1ccc(CNC(=O)C2CCN(S(=O)(=O)c3c(C)noc3C)CC2)cc1
  A = 16% | B = 0.9 | C = -1% | D = -4% | E = 3 | F = 2% | G = -4% | H = 24%
> CC1(C)CC(=O)C/C(=N\NC(=O)C2CC2c2ccccc2)C1 (stereo not given)
  A = -6% | B = -2.7 | C = -9% | D = -4% | E = -9 | F = 4% | G = 11% | H = -19%
> COc1ccc(NC(=S)N2CCN(Cc3ccc(C)cc3)CC2)cc1
  A = -10% | B = 1.1 | C = 9% | D = 1% | E = -3 | F = -12% | G = -13% | H = 19%
> O=C(c1ccc(Cl)c(S(=O)(=O)N2CCOCC2)c1)N1CCCC1
  A = 1% | B = 1.8 | C = -1% | D = -2% | E = 0 | F = -22% | G = -4% | H = -6%
> O=c1c2cc(F)ccc2[nH]c(=S)n1CCCN1CCOCC1
  A = 8% | B = -2.5 | C = 1% | D = -4% | E = nt | F = 6% | G = 1% | H = 22%

Filtered by structure: those above containing two or more sulfur atoms.
Assay codes: A = Abeta yeast res; B = IL-2 act; C = EPAC1 ag; D = PLK1 PBD block; E = PI5P4Ka inh; F = WRN helicase inh; G = EPAC1 antag; H = FUS suppressor
> Cc1cccc(NC(=O)CNC(=O)Cc2ccc(S(=O)(=O)N3CCOCC3)s2)c1C
  A = -12% | B = -0.1 | C = 20% | D = -2% | E = 0 | F = -7% | G = -23% | H = 20%
> O=C(Cc1csc(Nc2nc(=S)[nH]c3ccccc23)n1)NCc1ccc(Cl)cc1
  A = -9% | B = -0.4 | C = 7% | D = -4% | E = nt | F = -8% | G = 10% | H = 36%
> CCOC(=O)Cc1csc(NC(=O)CCc2ccc(S(=O)(=O)N3CCOCC3)cc2)n1
  A = 13% | B = -1.6 | C = -1% | D = 0% | E = nt | F = -1% | G = -2% | H = 5%

New compounds follow
Assay codes: A = Abeta yeast res; B = IL-2 act; C = EPAC1 ag; D = PLK1 PBD block; E = PI5P4Ka inh; F = WRN helicase inh; G = EPAC1 antag; H = FUS suppressor
> CN(CC(=O)Nc1ccc(N2CCOCC2)cc1)C(=O)CSc1ccc(F)cc1
  A = -15% | B = -3.3 | C = 3% | D = -23% | E = 0 | F = 17% | G = -14% | H = 18%
> CCc1nnc(NC(=O)C2=NN(C3CCS(=O)(=O)C3)C(=O)CC2)s1 (stereo not given)
  A = -17% | B = -0.5 | C = -3% | D = -30% | E = 3 | F = -2% | G = -15% | H = 15%
> Nc1nc(N)c(N=Nc2ccc(SCC(=O)O)cc2)c(=O)[nH]1
  A = -1% | B = -1.4 | C = -1% | D = -20% | E = -64* | F = -8% | G = -18% | H = -20%
> O=C(O)CC(Cc1ccc(Br)cc1)C(=O)Nc1ccccc1 (stereo not given)
  A = -11% | B = -0.3 | C = -3% | D = 3% | E = -1 | F = 8% | G = -13% | H = -11%
> O=C1CCc2cc(S(=O)(=O)N3CCCC3C(=O)N3CCN(c4ccccc4F)CC3)ccc2N1 (stereo not given)
  A = 5% | B = 1.6 | C = -3% | D = -7% | E = -2 | F = -1% | G = -14% | H = -10%
> CCn1c(SCC(=O)NC2=NCCS2)nnc1C(C)NC(=O)c1ccccc1Br (stereo not given)
  A = -7% | B = 0.0 | C = 11% | D = -10% | E = 3 | F = -5% | G = -20% | H = 6%
> O=C(NCCC1=CCCCC1)C1CCN(S(=O)(=O)c2cccc(C(F)(F)F)c2)CC1
  A = -14% | B = -0.6 | C = -11% | D = -2% | E = 8 | F = -3% | G = -17% | H = 7%
> Cc1ccc(Oc2ncnc3sccc23)cc1
  A = -16% | B = 0.3 | C = -7% | D = -3% | E = -10 | F = 6% | G = -1% | H = nt
> CCOc1ccc(NC(=O)c2ccc(CSc3nnnn3C)cc2)cc1
  A = -4% | B = 0.5 | C = -12% | D = -15% | E = -6 | F = 5% | G = -25% | H = 19%
> CNc1nnc(-c2cc3ccccc3oc2=O)s1
  A = 3% | B = -1.5 | C = 8% | D = -3% | E = -18 | F = -24% | G = -3% | H = 4%
> COc1ccccc1NC(=O)c1cc(S(=O)(=O)N2CCCCCC2)ccc1F
  A = 6% | B = -4.8 | C = 6% | D = 0% | E = -1 | F = -4% | G = -5% | H = 10%
> COc1ccc2c(c1)C(=NO)c1cc(OC)ccc1-2
  A = -57%[inhibitor] | B = -1.6 | C = 12% | D = -8% | E = 15 | F = -5% | G = -9% | H = 33%
> COc1ccc(/C=C(\C#N)c2cc(OC)c(OC)cc2[N+](=O)[O-])cc1
  A = -8% | B = -3.6 | C = 11% | D = -17% | E = 2 | F = 1% | G = -6% | H = 9%
> CC(=O)c1ccc(NC(=O)CN2CCN(c3ccccc3)CC2)cc1
  A = 8% | B = 0.2 | C = -13% | D = -4% | E = 3 | F = 11% | G = 7% | H = -18%

Screening data from PubChem.
